# Screening results (PubChem)
# HCMV antiviral = blocks human cytomegalovirus replication | HFF cells, HCMV-luciferase reporter, 72 h; stronger effect = lower value | activity change, negative = inhibition, % at 57.5 µM | actives 4.5% (n = 410,000) | AID 1259415; in the data active means activity change below about -60%; inconclusive means no clear call, values can overlap the other calls; inactive means above about -39%; further: on the % scale 0 is the no-effect control and ±100 the full control effect
#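 Cell-based, HFFs, 1000 cells/well, 16 h 37C; cpds in DMSO + HCMV-luc, MOI 1 PFU/cell; 72 h 37C; OneGlo luminescence after 5 min RT; norm. to buffer vs Salinomycin 10uM.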
# AmpC inh detg = blocks E. coli AmpC beta-lactamase in detergent assay; P00811; AmpC hydrolysis of nitrocefin, absorbance 480 nm, 0.01% Triton; Potency, µM (top dose mostly 114 µM), for the others: top-dose activity change, negative = inhibition, usual class: inhibitors; actives 0.041% (n = 370,000); AID 485294;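 further: potency means the concentration at half of the fitted maximal effect; 0% = no-compound wells and -100% = no-enzyme wells; nearly all actives have a fitted effect of over 25% in size; some results filed as inactive show a strong effect at the top dose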
# Target sequence (P00811 whole entry, looked up): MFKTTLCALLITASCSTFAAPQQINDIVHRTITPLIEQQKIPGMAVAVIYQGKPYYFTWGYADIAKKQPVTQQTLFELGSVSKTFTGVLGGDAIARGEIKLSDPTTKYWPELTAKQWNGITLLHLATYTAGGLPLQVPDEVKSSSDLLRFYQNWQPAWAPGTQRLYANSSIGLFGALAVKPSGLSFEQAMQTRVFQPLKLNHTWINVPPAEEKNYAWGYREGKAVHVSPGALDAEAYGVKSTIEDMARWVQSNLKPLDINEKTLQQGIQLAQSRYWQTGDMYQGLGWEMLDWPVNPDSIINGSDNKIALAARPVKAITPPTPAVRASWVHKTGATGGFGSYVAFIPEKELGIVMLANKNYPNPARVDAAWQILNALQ
#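 AmpC (5.3 nM in the dispensed reagent) in 20 mM phosphate pH 7.0 with 0.01% (detergent screen) or 0.0001% Triton X-100 was preincubated with compounds for 15 min at room temperature. Nitrocefin was then added from an 800 uM solution, and hydrolysis was followed at 480 nm.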
# AMA1 RON2 block = AMA1-RON2 (P. falciparum) interaction inhibition; AlphaScreen AMA1-biotinylated RON2 peptide binding; Potency, µM (highest dose often 58.2 µM), for the others: top-dose activity change, negative = inhibition, hits mostly inhibitors; AID 720542; actives 0.2% (n = 360,000);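 further: potency means the concentration at half of the fitted maximal effect; 0% = vehicle wells and -100% = peptide control; nearly all actives have a fitted effect of over 45% in size; some results filed as inactive show a strong effect at the top dose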
#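 AMA1 (3D7) with his tag at 25 nM final met compounds first, then biotinylated RON2 peptide at 25 nM; detection used donor plus acceptor beads, 10 µg/mL apiece, read by AlphaScreen after 30 min at room temperature.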
# AmpC no deterg = blocks E. coli AmpC beta-lactamase in detergent-free assay; AmpC nitrocefin hydrolysis, absorbance 480 nm, 0.0001% Triton; Potency, µM (titrated, usually from 57.1 µM), inactives show at the top dose activity change, negative = inhibition, hits mostly inhibitors; actives 0.52% (n = 330,000); AID 485341;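 further: potency means the concentration at half of the fitted maximal effect; plate controls were no compound for no effect and no enzyme for full effect; nearly all actives have a fitted effect of over 20% in size; some results filed as inactive show a strong effect at the top dose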
#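 AmpC (5.3 nM in the dispensed reagent) in 20 mM phosphate pH 7.0 with 0.01% (detergent screen) or 0.0001% Triton X-100 was preincubated with compounds for 15 min at room temperature. Nitrocefin was then added from an 800 uM solution, and hydrolysis was followed at 480 nm.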
# CHX counter = counter-screen hit for Shiga toxin inhibitors, cycloheximide | max response, % | cell reporter, cycloheximide protein synthesis inhibition counterscreen | AID 2314 | actives 12% (n = 300,000); in the data active means max response mostly above about 13%, no sharp cut-off; inactive means mostly below about 14%; further: read at 38.3 µM for the half of the compounds with a filed dose; 0% is about no effect
# Shiga toxin inh = blocks Shiga toxin action in Vero cells; Vero cells, Shiga toxin protein synthesis inhibition reporter; inhibition, % at 38.7 µM; actives 9.2% (n = 290,000); in the data active means inhibition mostly above about 28%, no sharp cut-off; inactive means mostly below about 43%; further: 0% is about no effect
# Giardia FBPA inh = inhibitors of Giardia lamblia fructose-1,6-bisphosphate aldolase; actives 0.71% (n = 290,000); Potency, µM (top dose mostly 59.6 µM), inactives show at the top dose activity, negative = inhibition, hits mostly inhibitors; purified Giardia FBPA; A8B2U2; further: potency means the concentration at half of the fitted maximal effect; on the % scale 0 is the no-effect control and ±100 the full control effect; nearly all actives have a fitted effect of over 55% in size
# Target sequence (A8B2U2 whole entry, looked up): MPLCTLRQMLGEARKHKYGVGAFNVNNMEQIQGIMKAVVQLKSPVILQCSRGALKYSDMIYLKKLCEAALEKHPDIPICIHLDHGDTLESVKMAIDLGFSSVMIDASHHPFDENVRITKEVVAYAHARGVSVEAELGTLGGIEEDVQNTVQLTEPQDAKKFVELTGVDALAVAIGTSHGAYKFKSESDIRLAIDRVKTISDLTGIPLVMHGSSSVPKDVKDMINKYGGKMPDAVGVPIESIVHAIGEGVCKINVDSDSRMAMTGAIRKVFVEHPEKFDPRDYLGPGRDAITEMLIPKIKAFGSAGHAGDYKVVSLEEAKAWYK
#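 Giardia FBPA (40 nM reagent) was preincubated 10 min at RT with compound (up to 57.5 uM final), then substrate plus GAPDH/TPI/NAD/arsenate coupling system with diaphorase/resazurin was added; resorufin fluorescence (525/598 nm) was read after 20 min.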
# * hit, by the source's call; ? = inconclusive; . = not tested or not shown; + = active, no number; [ ] = dose if it differs, or a comment. Unless noted, the call rests on the fitted dose curve; in most records, active means well fitted curve in the direction sought with a large enough effect; inconclusive means small, poorly fitted or top-dose-only effect, or another doubt; inactive means no such curve, though single readings can be large; an effect the other way counts as inactive or inconclusive.
SMILES,HCMV antiviral,AmpC inh detg,AMA1 RON2 block,AmpC no deterg,CHX counter,Shiga toxin inh,Giardia FBPA inh
COC/C=C/C1=CC2=CC(=O)C(C)(OC(=O)c3cnc4ccccc4n3)C(=O)C2=CN1c1ccc(OC)cc1 (stereo unspecified),-2,.,-11%,.,.,.,-23%[12.9 µM]
COc1ccc(C(=O)C2CCCN(C(=O)CCc3scnc3C)C2)c(C)c1 (stereo unspecified),-76*,0%,-22%,-11%,47*,92*,?
CC(=O)C1=C(O)C(=O)N(Cc2ccccc2)C1c1ccccc1F (stereo unspecified),-15,0%,0%,-23%,-2,3,6%
Cn1c(=O)cc(OCCCC(=O)NCc2cccnc2)c2ccccc21,67,3%,10%,-21%,-1,-9,-3%
CC(=O)c1ccc(NC(=O)N2CCN(c3cccc(Cl)c3)CC2)cc1,-8,1%,-1%,-2%,5,39,-10%
CC[C@H]1OC(=O)[C@H](C)[C@@H](O[C@H]2C[C@@](C)(OC)[C@@H](O)[C@H](C)O2)[C@H](C)[C@@H](O[C@@H]2O[C@H](C)C[C@H](N(C)C)[C@H]2O)[C@](C)(O)C[C@@H](C)C(=O)[C@H](C)[C@@H](O)[C@]1(C)O,-6,?,15%,123%[activator],-3,-7,13%
Nc1cc(S(=O)(=O)N2CCCCC2)ccc1Oc1ccccc1,-40,-11%,-7%,-27%,4,-19,-1%
CC(C)(C)N1C(=O)NC(=O)/C(=C\c2ccc3c(c2)CCN3CCCCl)C1=O,40,4%,-7%,-41%,0,19,-17%
CC(=O)c1ccc(C(=O)N2CCCC(C(=O)c3ccc(Cl)cc3)C2)s1 (stereo unspecified),11,2%,-1%,19%,-3,-8,.
Cc1ccc2c(c1)N(C(C)C(=O)NCc1ccc3c(c1)OCO3)C(=O)CO2 (stereo unspecified),0,-7%,25%,-11%,-2,-3,9%
Cc1ccccc1Cn1cc(NC(=O)COc2ccccc2)cn1,9,2%,-7%,-13%,15,36,-8%
COC(=O)c1cccc(-n2[nH]nnc2=S)c1,7,?,1%,-18%,-3,-12,-2%
CC(OC(=O)c1ccc(Cl)nc1)C(=O)Nc1ccc2c(c1)OCO2 (stereo unspecified),1,5%,2%,-26%,.,.,.
COc1ccc(CC(=O)Oc2ccc(F)cc2)cc1,11,-13%,24%,-22%,1,-1,2%
COc1ccc(CN2C(=O)c3c(c(C)n(C)c3C)C2C(=O)NC2CCC(C)CC2)cc1 (stereo unspecified),-39,3%,0%,105%[activator],-6,-4,2%
Cc1cccc(C)c1NC(=O)NC1CCc2ccccc21 (stereo unspecified),?,-3%,-7%,1%,-3,-7,5%
Cc1cccc(Nc2nnc(SCC(=O)NC(=O)Nc3ccc4c(c3)OCCO4)s2)c1,-96*,-10%,-7%[11.6 µM],-16%,10,-9,6%
Cc1cc(C)c(Cn2c(C(=O)O)c(C=O)c3ccccc32)c(C)c1,30,2%,-7%,-10%,7,15,15%
C#CCN1C=C(C(=O)OCC)C(C)NS1(=O)=O (stereo unspecified),21,.,2%,-7%,.,.,.
O=[N+]([O-])c1ccc(OCC(O)CN(C2CCCCC2)C2CCCCC2)cc1 (stereo unspecified),-1,?,-3%,-3%,-2,-8,7%
COc1ccc(OCCCC(=O)OCC(=O)Nc2nnc(-c3ccccc3)o2)cc1,31,-15%,74%[activator],-12%,.,.,.
Cc1nc([N+](=O)[O-])cn1CC(=O)Nc1ccc(Cl)cc1,-32,-1%,1%,-6%,-2,-12,2%
O=C(NCC(c1ccco1)N1CCOCC1)c1ccc(C(F)(F)F)cc1 (stereo unspecified),26,-14%,17%,4%,.,.,.
CC(C)c1nc(=S)n(-c2ccccc2)[nH]1,0,-2%,51%[activator],85%[activator],-4,6,-2%
Cc1cc(S(=O)(=O)NCC(c2ccc(F)cc2)N2CCN(C)CC2)ccc1F (stereo unspecified),-20,?,2%,31%,.,.,.
Cc1nc(SCC(=O)Nc2ccccc2Cl)oc1C,?,?,13%,-13%,-1,15,.
CN(C)C(=O)COc1ncnc2scc(-c3ccc(F)cc3)c12,36,4%,0%,-3%,6,-17,-2%
CC(=O)c1cc(CN2CCC(n3nccc3NC(=O)c3ccccc3)CC2)cs1,-13,-8%,-1%,0%,-2,-9,.
CCOC(=O)C(Oc1ccc2c(-c3ccc(OC)cc3)cc(=O)oc2c1C)c1ccccc1 (stereo unspecified),-24,-1%,-9%,-16%,1,-13,0%
O=S(=O)(Nc1ncccn1)c1ccccc1,34,-3%,-4%,0%,0,-7,?
Nc1c(-c2ccccc2)sc2ccc3ccccc3[n+]12,53,0%,6%,-39%,12*,22,.
Nc1c(C(=O)c2ccco2)oc2ccccc12,44,1%,.,-26%,21*,24*,4%
c1ccc2c(Nc3nncs3)c3ccccc3nc2c1,-33,-12%,4%,-21%,-2,5,3%
O=C(O)c1cc2ncc(-c3[nH]ncc3[N+](=O)[O-])cn2n1,-18,0%,0%,-18%,-6,-8,-6%
COc1cc(-c2cc(-c3ccc(O)cc3)nc(N)c2C#N)ccc1O,-70*,6%,7%,195%[activator],5,17,15%
CCOc1ccc(CCNC(=O)c2cc([N+](=O)[O-])ccc2N2CCOCC2)cc1OCC,-32,-3%,5%,113%[activator],-2,10,-2%
COc1cc(CN2CCc3ccc(NC(=O)CCc4ccccc4OC)cc3C2)ccc1O,-10,-1%,-12%,48%,11,6,-7%
O=C(CSc1nc2ccc(Cl)cc2[nH]1)NCCc1ccccc1,-14,-10%,?,-9%,-6,-2,-24%
O=C(CN1CCN(CC(=O)Nc2ccccc2F)CC1)Nc1ccc2c(c1)OCCO2,39,2%,9%,19%,7,-10,0%
CCC(C)C(NC(=O)c1ccc(Cl)cc1Cl)C(=O)O (stereo unspecified),-31,1%,4%[2.32 µM],-11%,-3,-11,0%
O=C(CCc1n[nH]c(=O)[nH]c1=O)N/N=C/c1ccc(Br)o1,?,7%,42%[activator],-3%,-9,-5,-3%
CCOC(=O)N1CCC(N2C(=O)c3ccccc3C2Nc2ccc(S(=O)(=O)N3CCOCC3)cc2)CC1 (stereo unspecified),14,3%,-6%,129%[activator],-2,-13,-3%
O=C(NCC1CCN(c2ccc(S(=O)(=O)N3CCOCC3)cc2)CC1)c1cccc(Cl)c1,?,-15%,-4%,21%,-3,-12,0%
CCNc1ccc(C(=O)O)cc1N,-39,?,18%,-31%,32*,61*,-18%
O=C(COc1ccccc1F)N1CCN(S(=O)(=O)/C=C/c2ccccc2)CC1,?,-1%,19%,-19%,-2,15,7%
CCc1ccc2oc(-c3cc(N)cc(C)c3O)nc2c1,107,?,13%,-9%,36*,80*,-16%
COc1ccccc1C(=O)OCn1nnc2ccccc2c1=O,4,4%,1%,-15%,-2,-4,0%
CCCc1cc(C(=O)NC2CCCN(Cc3ccccc3F)C2)no1 (stereo unspecified),?,0%,-8%,2%,-2,-4,.
CCCc1nc(SCC(=O)N2CCCC2)c2ccccc2n1,-89*,4%,3%,5%,-4,-10,7%
CN(Cc1cccnc1)C(=O)CC1C(=O)NCCN1Cc1ccc(-c2ccccc2)cc1 (stereo unspecified),0,2%,-13%,168%[activator],1,15,-15%

# Complete entries from above:
# Shown for `O=C(COc1ccccc1F)N1CCN(S(=O)(=O)/C=C/c2ccccc2)CC1` = HCMV antiviral: ?; AmpC inh detg: -1%; AMA1 RON2 block: 19%; AmpC no deterg: -19%; CHX counter: -2; Shiga toxin inh: 15; Giardia FBPA inh: 7%
# Shown for `CCCc1cc(C(=O)NC2CCCN(Cc3ccccc3F)C2)no1` (stereo unspecified) = HCMV antiviral: ?; AmpC inh detg: 0%; AMA1 RON2 block: -8%; AmpC no deterg: 2%; CHX counter: -2; Shiga toxin inh: -4; Giardia FBPA inh: .

# Continued.
SMILES,HCMV antiviral,AmpC inh detg,AMA1 RON2 block,AmpC no deterg,CHX counter,Shiga toxin inh,Giardia FBPA inh
O=C(Nc1ccc2c(c1)oc1ccccc12)C1CC1,86,3%,4%,-15%,46*,95*,8%
COc1ccccc1NS(=O)(=O)c1cccc(C(=O)N2CC(C)OC(C)C2)c1 (stereo unspecified),0,-4%,10%,-6%,.,.,.
COc1ccc(-n2nnnc2SCC(=O)NCc2cccs2)cc1,?,-4%,9%,-17%,-3,-9,2%
COc1ccc(S(=O)(=O)N2CCN(c3ccc(F)cc3)CC2)cc1C(=O)N1CCCC1,48,?,-22%,96%[activator],-5,-5,9%
COc1ccc(C2=N[C@@H](C(C)C)CO2)cc1,.,.,.,.,64*,+,-1%[136 µM]
COC(=O)CSc1nccc(-c2ccc(F)cc2)c1C#N,-9,-7%,16%,-10%,1,-8,-1%
COc1ccc(NS(=O)(=O)c2ccc(Cl)c(C(=O)O)c2)cc1S(=O)(=O)N1CCCCC1,-29,-7%,10%,76%[activator],-2,10,5%
CCOc1ccc(-n2c(C)cc(/C=N/Nc3nc(C)cc(=O)[nH]3)c2C)cc1,-11,0%,53%[activator],0%,-2,9,-13%
CCn1c(=NC(=O)CSC(C)=O)sc2ccccc21,6,3%,0%,-21%,-4,-13,-6%
O=Cc1cnc2ccccc2c1-c1ccccc1,-31,-8%,-5%,-18%,-1,-8,2%
O=C1C(=O)N(Cc2cccc([N+](=O)[O-])c2)c2ccccc21,-39,2%,-3%,2%,-2,13,-19%
COc1ccccc1CN(C)C(=O)C1(c2ccc(Cl)cc2)CC1,-24,0%,-9%,24%,-7,-12,2%
O=C(CSc1nc(-c2ccccc2Cl)ns1)NCc1ccc2c(c1)OCO2,-30,2%,-14%,-15%,-1,-11,-2%
Cc1ccc(CNC(=O)/C=C/C(=O)O)cc1,10,1%,-4%,-21%,7,23,19%
COc1ccc(CNc2nc3ccccc3n2CCN2CCCCC2)c(OC)c1,?,-6%,?,11%,10,24,4%
COc1ccccc1/C=N/NC(=O)CSc1cc(C)nc2ccccc12,-82*,-2%,-13%,8%,7,-3,-2%
O=C(NCc1ccc(-c2nc3ccccc3s2)cc1)c1cc2ccccc2o1,?,3%,0%,-5%,20*,48*,8%
Fc1cc(NC(=S)NCc2ccc(CNC(=S)Nc3ccc(Cl)c(F)c3)cc2)ccc1Cl,-17,-10%,12%,-46%,-7,-9,0%
COc1cc(CN2CCN(c3ccccc3F)CC2)cc(OC)c1O,-32,-23%,-22%,-14%,-2,-8,-30%
O=C(CCCCn1c(=O)c2ccccc2n(CC(=O)Nc2cccc(F)c2)c1=O)NCc1ccco1,58,?,4%,-24%,-1,9,4%
Nc1ccc(C(=O)Nc2ccccc2C(=O)O)cc1,21,-13%,-3%,-29%,-2,-5,-13%
CC(C)CN(CC(C)C)c1nc(N)c(C#N)c(CC#N)c1C#N,?,?,-2%,-16%,-2,-11,-14%
CCOC(=O)C1=C(COC(=O)CCNS(=O)(=O)c2ccc(NC(C)=O)cc2)NC(=O)NC1C (stereo unspecified),-10,-11%,-13%,2%,.,.,.

# No enrichment for hits (roughly 16% active in at least one column).
